# Screening results from PubChem BioAssay.
# KLF5 inhibitor = kruppel-like factor 5 inhibition; DLD-1 KLF5 promoter-luciferase reporter, luminescence; inhibition, % at 5 µM; 0.23% of 290,000 active;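 active = inhibition above a per-plate limit of that plate's mean compound inhibition plus 3 SD, cut at about 60% in these data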;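 note: 0% = DMSO wells and 100% = LY294002 at 200 µM; higher means less KLF5 promoter-driven luciferase light; inactives centre near -14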
# GSK3A inh = human GSK-3 alpha kinase inhibition; P49840; ADP-Glo luminescence, 60 min; inhibition, % at 10 µM; 0.1% of 320,000 active;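 in the data active = inhibition above about 50%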;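 note: GST-tagged GSK-3 alpha with peptide substrate and 25 µM ATP; 0% = DMSO neutral wells and 100% = GW8510 positive control wells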
# Target sequence (P49840 whole entry, looked up): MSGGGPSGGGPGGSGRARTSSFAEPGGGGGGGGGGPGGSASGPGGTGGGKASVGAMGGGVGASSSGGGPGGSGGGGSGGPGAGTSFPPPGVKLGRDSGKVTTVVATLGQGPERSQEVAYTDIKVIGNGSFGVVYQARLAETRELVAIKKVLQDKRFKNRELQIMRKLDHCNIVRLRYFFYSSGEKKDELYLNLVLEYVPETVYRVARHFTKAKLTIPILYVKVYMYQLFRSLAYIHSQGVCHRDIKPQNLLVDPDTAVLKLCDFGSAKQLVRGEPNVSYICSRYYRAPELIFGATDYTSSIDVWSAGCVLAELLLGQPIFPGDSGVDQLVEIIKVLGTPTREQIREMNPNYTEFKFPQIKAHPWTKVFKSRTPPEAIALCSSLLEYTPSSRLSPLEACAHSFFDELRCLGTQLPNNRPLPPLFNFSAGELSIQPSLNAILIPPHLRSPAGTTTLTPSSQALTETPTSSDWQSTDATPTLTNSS
# PolyA inh = inhibitors of polyadenylation in S. cerevisiae | AID 1875 | 0.02% of 300,000 active | calls only at 12 µM | S. cerevisiae SKY197-pL101 polyadenylation reporter, beta-gal luminescence; efflux-impaired pdr1/pdr3 knockout yeast; score 100 = 6 SD above DMSO;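 active = lowest replicate activity score at least 50, where 100 means six control SD above control mean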;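 note: yeast exposed to compound for 9 h at 30 °C; higher score means more reporter readthrough which indicates perturbed polyadenylation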
# AI-2 QS mod = modulates the Vibrio harveyi AI-2 quorum sensing system. Vibrio harveyi JMH597 AI-2 luminescence/OD600 ratio, 9 h; stronger effect = lower value; strain lacks LuxN and CqsS sensors; 0 = neutral-control median. 0.4% of 300,000 active. activity change, % at 7.5 µM; in the data active = activity change below about -75%, passing the limit was not always enough;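 note: luminescence divided by OD600 gain over 9 h not by final OD600 alone; inactives centre near 13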
# GSK3B inh = human GSK3beta kinase inhibition. P49841. GST-GSK3beta kinase, ADP-Glo luminescence, 60 min; stronger effect = lower value. activity score (negative = inhibition), % at 10 µM. 0.038% of 300,000 active. AID 2097;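 active = more than half of replicate wells score below -50%, meaning over 50% inhibition versus plate controls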;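 note: 0% = median DMSO wells and -100% = median GW8510 positive control wells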
# Target sequence (P49841 whole entry, looked up): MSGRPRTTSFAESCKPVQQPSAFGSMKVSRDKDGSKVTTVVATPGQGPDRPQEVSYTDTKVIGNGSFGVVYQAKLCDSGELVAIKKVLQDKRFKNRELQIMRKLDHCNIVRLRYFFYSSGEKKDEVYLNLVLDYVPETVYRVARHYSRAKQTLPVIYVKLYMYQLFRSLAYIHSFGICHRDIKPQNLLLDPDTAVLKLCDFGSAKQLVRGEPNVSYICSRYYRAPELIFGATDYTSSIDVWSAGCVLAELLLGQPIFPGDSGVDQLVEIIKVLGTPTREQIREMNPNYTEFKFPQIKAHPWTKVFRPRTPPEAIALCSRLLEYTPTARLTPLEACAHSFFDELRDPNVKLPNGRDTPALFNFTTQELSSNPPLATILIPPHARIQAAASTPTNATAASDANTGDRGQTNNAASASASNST
#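 Test system: GST-fused GSK3beta enzyme, cell-free | Quantity: 1.6 ng GST-GSK3beta enzyme per well | Reagent: 25 µM ATP with peptide substrate | Schedule: 60 min enzyme reaction, room temperature | Signal: Luminescent ADP-Glo measurement of ADP formed | Read-out basis: Score relative to plate controls | Control set: DMSO and 20 µM GW8510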
# HSP90 refold inh = HSP90 refolding inhibition in rabbit reticulocyte lysate; inhibition, % at 5.6 µM; luciferase refolding luminescence, 3 h; 0.91% of 290,000 active; AID 1789;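 active = inhibition above the screen-wide mean plus 3 SD, computed separately per campaign, cut at about 16% in these data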;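 note: 0% = DMSO wells and 100% = 60 µM geldanamycin wells; inhibitors lower the luminescence because luciferase stays unfolded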
# aSyn UTR inh = 5' untranslated region of α-synuclein, MLPCN primary screen; AID 1813; 0.82% of 300,000 active; inhibition, % (tested at 7.5 µM); alpha-synuclein 5'UTR reporter, inhibitor activity; in the data active = inhibition above about 60%;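 note: H4 neuroglioblastoma cells stably carrying SNCA 5'UTR luciferase fusion; 0% = DMSO wells and 100% = positive control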
# IEC-6 cytotox = IEC-6 cytotoxicity, counter-screen for KLF5 inhibitors; 0.78% of 290,000 active; luminescence viability; inhibition, % at 5 µM; in the data active = inhibition above about 22%;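 note: 0% = plate median of test compound wells and 100% = cytotoxic reference compound wells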
# HSF1 activator = increases HSF-1 driven luciferase reporter signal; 1.7% of 300,000 active; NIH3T3-HGL HSF-1 luciferase reporter, MG132, 8 h; 100% = twice DMSO control signal; activation, % at 9 µM;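 active = mean replicate activation of at least 50% with a set share of replicates each reaching 50%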;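 note: 0% = median of the neutral control wells and 100% = twice that signal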
# HSF1 inhib = HSF1 inhibition | NIH3T3-HGL HSE-luciferase, MG132-induced, luminescence 8 h; stronger effect = lower value | activity change, negative = inhibition, % at 7.5 µM (by protocol) | 0.77% of 300,000 active | AID 2098;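 active = more than half of replicate wells show activity change below -50%, luminescence cut by over half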;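 note: luciferase reports HSF-1 transcriptional activity via heat shock element; 0% = median of DMSO wells and -100% = zero luminescence signal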
# Starred values were filed as active, the others as inactive; i = inactive; . = not tested or not shown. Some of the compounds tested; the hit share may differ from the screen's.
SMILES,KLF5 inhibitor,GSK3A inh,PolyA inh,AI-2 QS mod,GSK3B inh,HSP90 refold inh,aSyn UTR inh,IEC-6 cytotox,HSF1 activator,HSF1 inhib
NS(=O)(=O)c1ccc(CCNC(=O)CN2CCN(c3ccccc3F)CC2)cc1,-32,-3,i,30,-1,1,8,-15,17,-5
C=CC[n+]1c(-c2ccc(C)cc2)csc1NNC(=O)Nc1ccccc1,-42,4,i,16,1,4,2,3,-20,-17
Cc1ccc(C(C)C)cc1OCC(=O)Nc1ccc(N2CCCCC2)cc1,.,0,i,7,1,.,12,.,-12,0
OC(CN1CCN(c2ccccc2)CC1)c1ccc2c(c1)CCN2 (stereo unspecified),23,-1,i,11,2,-1,2,-3,-2,-2
Cc1cc(C)c(S(=O)(=O)N2CCC(C(N)=O)CC2)cc1C,-5,3,i,23,0,0,27,0,-3,-2
Cc1cc(=O)n2nc(N3CCCC(C(=O)NCc4cccc(Cl)c4)C3)sc2n1 (stereo unspecified),-11,-3,i,-1,3,-5,-23,-5,3,-2
CCO[C@@H]1OC(C(=O)N2CCN(Cc3ccccc3)CC2)=C[C@H](c2coc3ccccc3c2=O)[C@H]1CCCO,-13,-6,i,5,-23,-1,5,0,1,2
COc1ccc(C2C(C(C)=O)=C(O)C(=O)N2C)c(OC)c1 (stereo unspecified),-14,0,i,14,-6,0,6,1,0,-4
O=C(NC1CCCCC1)C(c1ccco1)N(Cc1cccnc1)C(=O)C1COc2ccccc2O1 (stereo unspecified),-15,-4,i,15,0,6,-12,-2,13,-5
CC(=O)Nc1ccc(NC(=O)c2cc(-n3cnnc3)ccc2Cl)cc1,-11,-1,i,11,-2,2,-2,-5,-7,-2
O=C(Cc1ccc(Cl)cc1)Nc1cccnc1,-34,0,i,1,-3,1,-12,2,12,3
COCCn1c(CN2CCN(C(c3ccccc3)c3ccccc3)CC2)nc2c1c(=O)n(C)c(=O)n2C,7,.,i,22,1,5,11,0,-3,-6
C=C(C)CSc1nc2ncc(Cl)cc2[nH]1,3,-2,i,10,-2,2,-74,4,7,11
CNS(=O)(=O)c1cc(S(=O)(=O)NC)c2cccc3c2c1NC3=O,-4,4,i,11,-3,2,26,4,10,-8
Nc1ccc(S(=O)(=O)N2CCCC2C(=O)O)cc1 (stereo unspecified),-11,-4,i,18,4,5,11,1,1,-6
Cc1cccc(N2CC(C(=O)Nc3nnc(SCCC4OCCO4)s3)CC2=O)c1 (stereo unspecified),-5,2,i,22,-4,2,22,-6,6,2
CN(CCNC(=O)c1cc2c(=O)n(C)c3ccccc3c2n1C)Cc1ccccc1,-38,1,i,6,-2,-2,-23,3,-16,-5
O=C(O)CC(C(=O)O)c1cn(Cc2ccccc2)c2ccccc12 (stereo unspecified),-13,-2,i,25,3,3,19,1,-5,-7
O=C1C(=O)N(CCN2CCOCC2)C(c2ccc(Cl)cc2)/C1=C(/O)c1ccc(S(=O)(=O)N2CCOCC2)cc1 (stereo unspecified),-10,-1,i,-2,3,4,-11,7,-13,-4
O=C(Nc1ncc([N+](=O)[O-])s1)C1CC(=O)N(c2ccc(F)cc2)C1 (stereo unspecified),-31,49,i,-9,-18,-6,-32,-2,3,3
Cc1ccc(-n2nc(C)c3c(C)c(CCC(=O)NCc4ccccc4)c(C)nc32)cc1,-21,-12,i,7,2,-2,5,0,-2,-7
COc1cccc(N2CC(C(=O)Nc3nnc(SCC(=O)NCc4ccco4)s3)CC2=O)c1 (stereo unspecified),-9,0,i,17,2,-5,-8,-6,0,-7
O=C(COC(=O)c1ccc(Cl)c(S(=O)(=O)N2CCCCC2)c1)NCc1ccco1,5,-2,i,63,-1,4,-12,-3,-6,-12
c1nc(COc2nsnc2N2CCOCC2)cs1,3,2,i,12,0,3,8,0,-4,-6
CCNC(=S)N/N=C/c1ccco1,-10,2,i,17,2,7,-12,1,6,-5
C=CCNc1nc(N(c2ccccc2)c2ccccc2)nc(-n2ccnc2)n1,-13,-3,i,23,1,3,-17,-5,-6,-6
O=C(COC(=O)[C@H](Cc1ccccc1)NC(=O)c1cccs1)Nc1cc(F)ccc1F,7,10,i,-1,11,3,0,-4,0,0
Cc1ccc(-c2ccc(=O)n(CCC(=O)N3CCN(c4ccccc4)CC3)n2)cc1,-19,3,i,4,-2,-4,18,10,-3,-3
COc1ccc(NC(=O)CSc2nc3nc(C)cc(C)n3n2)cc1,-23,1,i,16,-1,-1,-4,0,18,4
C=CCNC(=O)CSc1nc2ccccc2c(=O)n1CCc1ccc(OC)c(OC)c1,-19,0,i,8,-2,-6,-8,-4,-6,-1
NC(=O)C1CCN(C(=O)CCc2ccsc2)CC1,-2,-1,i,12,-19,-1,-5,-1,9,4
O=C(Nc1ccc(NC(=O)c2ccc([N+](=O)[O-])o2)cc1Cl)c1ccco1,-15,-1,i,17,-1,0,-173,101*,162*,121
O=[N+]([O-])c1cccc(S(=O)(=O)Nc2cccc(-c3ccc(N4CCOCC4)nn3)c2)c1,.,-1,i,38,-3,.,-44,.,-4,3
CCN1CCN(c2nc3c(C)cccn3c(=O)c2/C=C(\C#N)S(=O)(=O)c2ccccc2)CC1,-24,-3,i,35,-1,-4,15,6,4,-1
Cc1ccc(N2CC(C(=O)OCc3nc(N)nc(Nc4ccccc4C)n3)CC2=O)cc1 (stereo unspecified),.,-2,i,27,2,.,-3,.,18,2
CCOC(=O)c1ccccc1NC(=O)COC(=O)CCC(=O)N1CCOCC1,-13,8,i,15,34,-2,2,5,28,2
NS(=O)(=O)c1ccc(CCNC(=O)CNC(=O)Cc2ccccc2)cc1,-37,-3,i,21,1,-2,15,-4,-11,-8
CCOC(=O)CNC(=O)CSc1nc(-c2ccc(C)cc2)ns1,10,-1,i,8,2,-5,-3,-5,7,-1
O=C(CSc1nc(-c2ccc(Cl)cc2)cs1)Nc1cccc([N+](=O)[O-])c1,-52,0,i,-3,-1,-2,-13,8,41,14
COc1ccc(NS(=O)(=O)c2cc3c4c(c2)C(C)C(=O)N4CCC3)cc1 (stereo unspecified),-15,0,i,22,3,-2,17,-2,3,-4

# Among those listed so far, 6 contain two or more sulfur atoms.
SMILES,KLF5 inhibitor,GSK3A inh,PolyA inh,AI-2 QS mod,GSK3B inh,HSP90 refold inh,aSyn UTR inh,IEC-6 cytotox,HSF1 activator,HSF1 inhib
CNS(=O)(=O)c1cc(S(=O)(=O)NC)c2cccc3c2c1NC3=O,-4,4,i,11,-3,2,26,4,10,-8
Cc1cccc(N2CC(C(=O)Nc3nnc(SCCC4OCCO4)s3)CC2=O)c1 (stereo unspecified),-5,2,i,22,-4,2,22,-6,6,2
COc1cccc(N2CC(C(=O)Nc3nnc(SCC(=O)NCc4ccco4)s3)CC2=O)c1 (stereo unspecified),-9,0,i,17,2,-5,-8,-6,0,-7
c1nc(COc2nsnc2N2CCOCC2)cs1,3,2,i,12,0,3,8,0,-4,-6
CCOC(=O)CNC(=O)CSc1nc(-c2ccc(C)cc2)ns1,10,-1,i,8,2,-5,-3,-5,7,-1
O=C(CSc1nc(-c2ccc(Cl)cc2)cs1)Nc1cccc([N+](=O)[O-])c1,-52,0,i,-3,-1,-2,-13,8,41,14

# Reformatted: entries from further up.
> CCO[C@@H]1OC(C(=O)N2CCN(Cc3ccccc3)CC2)=C[C@H](c2coc3ccccc3c2=O)[C@H]1CCCO
- KLF5 inhibitor: -13
- GSK3A inh: -6
- PolyA inh: i
- AI-2 QS mod: 5
- GSK3B inh: -23
- HSP90 refold inh: -1
- aSyn UTR inh: 5
- IEC-6 cytotox: 0
- HSF1 activator: 1
- HSF1 inhib: 2

> COc1ccc(C2C(C(C)=O)=C(O)C(=O)N2C)c(OC)c1 (stereo unspecified)
- KLF5 inhibitor: -14
- GSK3A inh: 0
- PolyA inh: i
- AI-2 QS mod: 14
- GSK3B inh: -6
- HSP90 refold inh: 0
- aSyn UTR inh: 6
- IEC-6 cytotox: 1
- HSF1 activator: 0
- HSF1 inhib: -4

> O=C(NC1CCCCC1)C(c1ccco1)N(Cc1cccnc1)C(=O)C1COc2ccccc2O1 (stereo unspecified)
- KLF5 inhibitor: -15
- GSK3A inh: -4
- PolyA inh: i
- AI-2 QS mod: 15
- GSK3B inh: 0
- HSP90 refold inh: 6
- aSyn UTR inh: -12
- IEC-6 cytotox: -2
- HSF1 activator: 13
- HSF1 inhib: -5

> CC(=O)Nc1ccc(NC(=O)c2cc(-n3cnnc3)ccc2Cl)cc1
- KLF5 inhibitor: -11
- GSK3A inh: -1
- PolyA inh: i
- AI-2 QS mod: 11
- GSK3B inh: -2
- HSP90 refold inh: 2
- aSyn UTR inh: -2
- IEC-6 cytotox: -5
- HSF1 activator: -7
- HSF1 inhib: -2

# Remaining list, next part
SMILES,KLF5 inhibitor,GSK3A inh,PolyA inh,AI-2 QS mod,GSK3B inh,HSP90 refold inh,aSyn UTR inh,IEC-6 cytotox,HSF1 activator,HSF1 inhib
O=C(Nn1c(C2CCC2)nc2ccccc2c1=O)c1cccs1,-8,0,i,12,-2,0,-3,-2,0,1
O=C(CSCc1cccc(Cl)c1)N/N=C/c1ccc(OCC(=O)N2CCCCC2)cc1,-33,3,i,6,0,0,-5,5,30,3
COc1ccc(N(CC(=O)O)S(=O)(=O)c2c(C)n[nH]c2C)cc1,-17,0,i,16,5,-5,17,0,3,2
O=C(c1ccco1)N(Cc1cccc(F)c1)C1CCS(=O)(=O)C1 (stereo unspecified),-26,.,i,19,1,4,7,-9,-7,0
COc1ccc2c(c1OC)C(=O)N1C2SC(C)(C)[C@H]1C(=O)NC1CCCC1 (stereo partly specified),-25,-2,i,24,2,0,-8,2,1,0
Cn1c(=O)[nH]c(=O)c2c1nc(NCCCO)n2CCOc1ccccc1,-11,1,i,17,-2,-8,8,2,6,-1
COc1cc(NC(=O)CN2CCN(c3ccccc3O)CC2)c(C)cc1[N+](=O)[O-],-16,0,i,19,-1,-1,-6,1,1,-4
Cc1ccc(Nc2nc(CSc3nnc(-c4ccc(F)cc4)n3C)cs2)cc1,-29,3,i,30,-2,6,-144,-5,-25,-12
O=C(CCSc1nc2ccccc2o1)N1CCOCC1,-43,-4,i,8,-2,1,-3,-3,2,14
Cc1c(C(c2ccc([N+](=O)[O-])cc2)c2c(C)n(C)n(-c3ccccc3)c2=O)c(=O)n(-c2ccccc2)n1C,2,-5,i,32,1,1,23,-1,0,4
CCOC(=O)C1CCCN(C(=O)c2cnn3c(C(F)F)cc(-c4ccc(C)cc4)nc23)C1 (stereo unspecified),-23,0,i,17,2,0,17,-4,9,-1
S=C(NCc1ccccc1)NC1CCCc2ccccc21 (stereo unspecified),-9,2,i,8,0,-7,22,-2,9,5
Cc1ccc(NCCC#N)cc1C,-19,0,i,35,2,-1,1,2,-8,-13
O=Cc1cccn1-c1cccc([N+](=O)[O-])c1,-16,-1,i,14,1,2,-10,-4,7,-2
Cn1c(SCC(=O)NCC2CCCO2)nc2c(c1=O)SCC2 (stereo unspecified),-31,-2,i,29,3,1,4,1,2,-6
